Screening data: PubChem BioAssay, ICCB-Longwood Screening Facility, Harvard Medical School
Polio RdRp inh = inhibitors of poliovirus RNA polymerase binding and polymerization. P03300. poliovirus polymerase elongation, fluorescence polarization; stronger effect = lower value. % elongation, % (compound at 16.7 µg/mL). actives 0.66% (n = 150,000); in the data active = % elongation below about 90%; also: some results filed as inactive read as strong as hits
Target sequence (P03300 1749-2209 limits assumed): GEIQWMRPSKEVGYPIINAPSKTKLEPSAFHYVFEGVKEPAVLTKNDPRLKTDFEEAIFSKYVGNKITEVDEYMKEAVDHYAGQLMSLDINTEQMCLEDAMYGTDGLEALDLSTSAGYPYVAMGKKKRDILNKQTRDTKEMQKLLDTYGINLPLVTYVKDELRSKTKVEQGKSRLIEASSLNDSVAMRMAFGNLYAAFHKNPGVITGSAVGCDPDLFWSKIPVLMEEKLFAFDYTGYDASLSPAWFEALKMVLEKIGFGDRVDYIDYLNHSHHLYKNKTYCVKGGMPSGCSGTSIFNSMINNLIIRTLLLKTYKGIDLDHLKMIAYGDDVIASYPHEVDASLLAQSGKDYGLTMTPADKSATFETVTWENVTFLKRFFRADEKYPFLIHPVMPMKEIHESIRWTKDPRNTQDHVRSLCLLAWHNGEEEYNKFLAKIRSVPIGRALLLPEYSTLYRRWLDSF
Polio RdRp inh FP z-score = second read-out of Polio RdRp inh, no call of its own (marks repeat the call); z-score; measured here: FP z-score; hits read low
An asterisk follows results filed as active.

Values run as follows: Polio RdRp inh, Polio RdRp inh FP z-score
- CO[C@H]1[C@H](O)[C@@H](O[C@H]2CC[C@]3(C=O)C4CC[C@]5(C)[C@@H](C6=CC(=O)OC6)CC[C@]5(O)C4CC[C@@H]3C2)O[C@@H](C)[C@@H]1O (stereo partly specified)
 : 100, 0
- CC(Sc1ccc(Cl)cc1)C(=O)NCC1CCCO1 (stereo unspecified)
 : 99, -0.1
- O=C(CC1CCCCC1)Nc1ccc(N2CCOCC2)cc1N1CCOCC1
 : 99, -0.9
- CCOc1ccc(CCNC(c2nnc(-c3ccccc3)o2)c2ccccc2Cl)cc1OCC (stereo unspecified)
 : 105, 0.1
- O=C(CCN1C(=O)C2CC=CCC2C1=O)NCc1ccccc1 (stereo unspecified)
 : 103, 0.2
- COc1ccc(NNC(=O)C(O)(c2cccc(OC)c2)c2cccc(OC)c2)cc1
 : 100, 0
- CCN1C(=O)C(=Nc2ccc(S(=O)(=O)N3CCOCC3)cc2)c2ccccc21
 : 102, -0.2
- O=C(OCc1cccc(C(F)(F)F)c1)C1COc2ccccc2O1 (stereo unspecified)
 : 100, -0.2
- CC(NC(=O)c1cccnc1Cl)c1nc(-c2ccncc2)n[nH]1 (stereo unspecified)
 : 102, 0.1
- C=CCOC(=O)c1cc(-c2ccc(/C=C3/NC(=S)NC3=O)o2)ccc1Cl
 : 103, 0.3
- O=C(c1ccc([N+](=O)[O-])cc1)N(Cc1ccco1)c1ccccn1
 : 111, 0.3
- Cc1ccc2c(=O)cc(C(=O)Nc3cccc(C(F)(F)F)c3)oc2c1C
 : 108, 0.1
- CC1=C(C(=O)OCC2CCCCC2)C(c2ccc(Cl)cc2Cl)CC(=O)N1 (stereo unspecified)
 : 105, -0.1
- Cc1ccc(CNc2ccc(N3CCOCC3)cc2)cc1
 : 101, 0
- O=C1CCCC(O)=C1N=Nc1ccc2ncsc2c1
 : 97, -0.6

No new results follow: entries from further up.
Values run as follows: Polio RdRp inh, Polio RdRp inh FP z-score
- CO[C@H]1[C@H](O)[C@@H](O[C@H]2CC[C@]3(C=O)C4CC[C@]5(C)[C@@H](C6=CC(=O)OC6)CC[C@]5(O)C4CC[C@@H]3C2)O[C@@H](C)[C@@H]1O (stereo partly specified)
 : 100, 0
- CC(Sc1ccc(Cl)cc1)C(=O)NCC1CCCO1 (stereo unspecified)
 : 99, -0.1
- O=C(CC1CCCCC1)Nc1ccc(N2CCOCC2)cc1N1CCOCC1
 : 99, -0.9
- CCOc1ccc(CCNC(c2nnc(-c3ccccc3)o2)c2ccccc2Cl)cc1OCC (stereo unspecified)
 : 105, 0.1
- O=C(CCN1C(=O)C2CC=CCC2C1=O)NCc1ccccc1 (stereo unspecified)
 : 103, 0.2
- COc1ccc(NNC(=O)C(O)(c2cccc(OC)c2)c2cccc(OC)c2)cc1
 : 100, 0

Continued.
Values run as follows: Polio RdRp inh, Polio RdRp inh FP z-score
- O=C(O)Cc1ccc(O)cc1
 : 103, 0.4
- CN(C)S(=O)(=O)c1ccc(C(=O)Nc2ccnn2C2CCCCC2)cc1
 : 102, -0.1
- C[C@@H]1CC[C@H]2C(C)(C)C3CC12CCC3(C)O (stereo partly specified)
 : 101, -0.2
- Fc1ccc(C(c2nnc(-c3ccccc3)o2)N2CCc3ccccc3C2)cc1 (stereo unspecified)
 : 103, 1.1
- CC(=O)N1CCN(CC(O)COc2ccc(Br)cc2)CC1 (stereo unspecified)
 : 103, 0.5
- Cc1sc(NC(=O)C(C)Oc2ccc(Cl)cc2Cl)c(C(N)=O)c1C (stereo unspecified)
 : 75*, -2.9*
- O=C(CSc1ncccc1C(=O)O)c1ccccc1F
 : 100, -0.1
- Cc1c(C(=O)N2CCC(C(N)=O)CC2)sc(N)c1C#N
 : 101, 0.4
- C=CCn1c(C)cc(C(=O)CSc2nc(-c3ccccc3)cn2N)c1C
 : 101, -0.1
- O=C(NC1CC2CCC1C2)c1ccccc1 (stereo unspecified)
 : 98, -0.6
- CC1N(O)C(C)(C)C(c2ccccc2)=[N+]1[O-] (stereo unspecified)
 : 104, 0.2
- CC1CCCCC12NC(=O)N(CCC#N)C2=O (stereo unspecified)
 : 101, -0.2
- CN(C)c1cccc(N(C)C)c1CNC(=O)NC(=O)c1c(Cl)cccc1Cl
 : 100, -0.4
- O=C(CN1C(=O)COc2ccc(S(=O)(=O)NC3CCCC3)cc21)Nc1ccc(Cl)cc1F
 : 103, -0.8
- Cc1c(F)cccc1NC(=O)C1CCCN1S(=O)(=O)c1ccc(F)cc1 (stereo unspecified)
 : 98, -1

Continuation:
Values run as follows: Polio RdRp inh, Polio RdRp inh FP z-score
- C=CCSc1n[nH]c(-c2ccc(OC)cc2)n1
 : 101, 0.1
- O=C(NCCc1ccccc1)c1nnc(CS(=O)(=O)c2ccccc2)o1
 : 100, -1.7
- Fc1cccc(Cl)c1CSC(=S)N1CCSCC1
 : 105, 0.2
- Cc1ccc(-n2ncc3c(=O)n(CC(=O)N4CCc5ccccc54)cnc32)cc1C
 : 99, -0.9
- CCOC(=O)c1ccc(N2C(=O)CC(N3CCN(c4ccc(O)cc4)CC3)C2=O)cc1 (stereo unspecified)
 : 101, 0.1
- CC1CCC(C(=O)NC(C(=O)NCc2ccccn2)C(C)C)CC1 (stereo unspecified)
 : 101, 0.2
- CCN(Cc1nc(-c2cccc(C)c2)no1)S(=O)(=O)c1ccc(C)cc1
 : 104, -0.5
- CCc1ccc2c(c1)c1nc3ccccc3nc1n2CC
 : 101, 0.1
- CCC(C)NC(=O)CSc1nc2c(sc3ccccc32)c(=O)n1CCc1ccccc1 (stereo unspecified)
 : 109, 0.4
- Cc1ccc(C(=O)Nc2ccc(OCc3cc(=O)n4c(C)csc4n3)cc2)cc1
 : 105, -0.5
- COc1cc2c3c(c1)C1(C(=O)N3C(C)(C)C=C2C)C(C#N)=C(N)NC(=O)C1C(N)=O (stereo unspecified)
 : 103, 0.4
- COCCCNC(=O)Cn1c(=O)n(-c2ccc(Cl)cc2)c(=O)c2c3c(sc21)CCCCC3
 : 109, 0.9
- Cc1ccc(S(=O)(=O)N(c2nc(N(C)C)nc(N(C)C)n2)n2cnnc2)cc1
 : 101, -0.4
- COC(=O)N/N=C/c1ccc(-c2ccccc2)o1
 : 103, 0.2
- O=C(C1CCCC1)N1CCN(c2cnn(-c3ccccc3)c(=O)c2Cl)CC1
 : 98, -0.9

Later entries.
Values run as follows: Polio RdRp inh, Polio RdRp inh FP z-score
- CC(=C\c1ccccc1)/C=C1/SC(=O)NC1=O
 : 101, -0.2
- Cc1ccc2cc(CN(Cc3ccccc3)C(=O)c3ccccc3C)c(=O)[nH]c2c1
 : 106, 0.3
- N#Cc1ccc(C2=NC(C(F)(F)F)(C(F)(F)F)c3c(n(Cc4ccco4)c(=O)[nH]c3=O)N2)cc1
 : 100, 0
- CC(NC(=O)c1ccccc1NC(=O)c1ccccc1)C(=O)N1CCCC1 (stereo unspecified)
 : 103, 0.4
- Cc1cccc(N2CCN(C(=O)c3noc4c3CCCCC4)CC2)c1C
 : 110, 0.5
- CCOC(=O)/C(C)=N\O
 : 99, -0.9
- CC(NC(=O)c1nc2ncccn2n1)c1ccccc1 (stereo unspecified)
 : 101, 0.2
- Cc1csc(=O)n1CC(=O)NC1CCCc2ccccc21 (stereo unspecified)
 : 95, -0.6
- [O-]/[N+](=C\c1ccco1)C/C(=N/O)c1cccs1
 : 99, -0.3
- CC(c1ccccc1)C1C(C#N)=C(N)SC(N)=C1C#N (stereo unspecified)
 : 100, -0.4
- Cc1cccc(N2CC(C(=O)O)CC2=O)c1 (stereo unspecified)
 : 102, 0
- Cn1ccsc1=NC(=O)COc1cccc2ccccc12
 : 106, 0.3
- CC1(C)CC(=O)C=C(NCc2ccccc2)C1
 : 102, 0.1
- O=C(CSc1nc2ccccc2o1)Nc1ccccc1
 : 99, -0.4
- CCOC(=O)c1sc(SCc2c(Cl)cccc2Cl)c(S(=O)(=O)C(C)C)c1N
 : 110, 1.3

Further entries follow.
Values run as follows: Polio RdRp inh, Polio RdRp inh FP z-score
- O=S(=O)(NCc1cccnc1)c1cccc2nsnc12
 : 99, 0.2
- O=C(Nc1cccc(Cl)c1)c1cc(S(=O)(=O)N2CCC3(CC2)OCCO3)ccc1F
 : 106, -0.4
- Cc1nccc(-c2cc(-c3cccc(C(F)(F)F)c3)no2)n1
 : 105, 0.3
- COC(=O)c1ccc2c(c1)C1C3CCC(C3)C1C(c1ccccc1)N2 (stereo unspecified)
 : 102, 0
- CC(C)OC(=O)C(C)Oc1ccc2c3c(c(=O)oc2c1)CCC3 (stereo unspecified)
 : 104, 0.4
- CCS(=O)(=O)Nc1ccc(-c2cn3ccsc3n2)cc1
 : 106, -0.4
- Cc1cc(OCC(=O)N(c2ccccc2)C2CCCCC2)c2ccccc2n1
 : 104, 0.3
- Cc1cccc(C(=O)N2CCc3cc(CNC(=O)c4ccc(Br)o4)ccc32)c1
 : 113, 1.6
- CS/C(=C(/C#N)S(=O)(=O)c1ccc(Cl)cc1)N1CCOCC1
 : 101, -0.5
- NS(=O)(=O)c1cc(C(=O)OCC(=O)NC2CC2)ccc1Cl
 : 102, -0.2
- CCOC(=O)N1CCC(NC(=O)c2cnn(-c3ccc(F)cc3)c2-n2cccc2)CC1
 : 108, 0.1
- C=CCNC(=O)C1=CC(c2ccc(C)cc2)=NS(=O)(=O)N1C
 : 102, -1
- Cc1ccc2[nH]c(=O)c(CN(CC3CCCO3)C(=O)c3ccco3)cc2c1 (stereo unspecified)
 : 103, 0
- O=C(NCCCN1CCCC1=O)c1ccc2c(c1)ncn2C1CCCCC1
 : 105, 1.7
- CCN(Cc1ccccc1)C(=O)Cn1c(=O)n(C2CCCCC2)c(=O)c2ccccc21
 : 100, -0.4

The list goes on.
Values run as follows: Polio RdRp inh, Polio RdRp inh FP z-score
- N=c1c2c(-c3ccccc3)c(-c3ccccc3)n(Cc3ccco3)c2ncn1CCCN1CCOCC1
 : 99, -0.1
- Cc1nc2sccn2c(=O)c1S(=O)(=O)Nc1cc(Cl)ccc1O
 : 109, 0.3
- N#CCc1nc2ccccc2o1
 : 102, 0.4
- Oc1ccc(Cl)cc1N=Cc1ccco1
 : 103, 0.7
- Cc1c(Cl)cccc1NC(=O)C1CCCN(c2nnc(-n3c(C)ccc3C)s2)C1 (stereo unspecified)
 : 106, -0.2
- c1ccc(CSc2ncn[nH]2)cc1
 : 100, -0.3
- COc1ccc(S(=O)(=O)N(CC(=O)O)C2CCCCC2)cc1OC
 : 97, -0.3
- Cc1ccccc1SCC(=O)NC1CCOC1=O (stereo unspecified)
 : 109, 0.8
- COc1cc(NC(=O)CN(c2ccc(C)cc2)S(=O)(=O)c2cccc3nonc23)cc(OC)c1
 : 108, 0.1
- CC(=O)N1N=C(c2ccc(C)cc2)CC1c1cc2cc3c(cc2nc1Cl)OCO3 (stereo unspecified)
 : 103, 0.5
- O=C(CSc1nc(-c2ccco2)cc(C(F)(F)F)n1)N1CCCC1
 : 105, 0.9
- Cc1c(OCC(=O)NCc2ccccc2Cl)ccc2c3c(c(=O)oc12)CCC3
 : 101, 0
- OCCN/N=C/c1cc(Cl)cc(Cl)c1O
 : 97, -1
- O=S(=O)(c1ccc(-c2csc(=Nc3ccc(F)cc3)n2CCCCCCO)cc1)N1CCCC1
 : 99, -1.1
- CCOC(=O)c1[nH]c(C)c(CCC(=O)Nc2cc(Cl)ccc2C)c1C
 : 101, -1.5

Continuation.
Values run as follows: Polio RdRp inh, Polio RdRp inh FP z-score
- CN(C(=O)CSc1ncc(-c2ccccc2)n1C)C1(C#N)CCCCC1
 : 104, 0.3
- Nc1nc2c(s1)CCc1nonc1-2
 : 96, -0.8
- CCOC(=O)c1c(C)[nH]c(C)c1S(=O)(=O)N(C)CC(=O)NCc1ccc(Cl)cc1
 : 108, 0.9
- CC(C)NC(=O)C1CCCN(S(=O)(=O)c2ccc(-n3cnnn3)cc2)C1 (stereo unspecified)
 : 101, -0.4
- CC1Cc2ccccc2N1S(C)(=O)=O (stereo unspecified)
 : 99, -1.1
- COc1ccc(NC(=O)C2CCCN(c3ncnc4onc(C)c34)C2)cc1OC (stereo unspecified)
 : 105, 0.4
- CC1(C)NC(C)(C)c2nonc2/C1=N\O
 : 103, 0.8
- CSc1cccc(NC(=O)c2ccc3c(c2)c(C)c(C)n3Cc2ccc(F)cc2)c1
 : 102, -1
- Oc1ccc(Cl)cc1C=NCCc1c[nH]c2ccccc12
 : 108, 0.3
- CC(c1ccccc1F)n1cc(C(=O)NCC2CCCO2)nn1 (stereo unspecified)
 : 102, 0.3
- CS(=O)(=O)N(CC(=O)N1CCOCC1)c1cccc2ccccc12
 : 101, 0.1
- CCOC(=O)c1cn2nc(Oc3ccc(C(=O)OC)cc3)ccc2n1
 : 105, 0.6
- O=C(Nc1ccc(SC(F)F)cc1)c1cc(-c2ccc3c(c2)OCCO3)on1
 : 107, 0
- CC(C(=O)NCCCN1CCOCC1)N1c2cccc3cccc(c23)S1(=O)=O (stereo unspecified)
 : 103, 0.3
- CC1CCN(C(=O)C2CCN(S(=O)(=O)c3cnc[nH]3)CC2)CC1
 : 102, 0.6
- Cc1sc2c(c1C)c(=O)n(-c1ccc(Cl)cc1)c(=O)n2CC(=O)NC1CCCCC1
 : 102, 0.4
- Nc1ccn(C2CC(O)C(CO)O2)c(=O)n1 (stereo unspecified)
 : 103, 0.2

One compound at a time, as listed above.
CC1(C)NC(C)(C)c2nonc2/C1=N\O is listed as Polio RdRp inh: 103; Polio RdRp inh FP z-score: 0.8
c1ccc(CSc2ncn[nH]2)cc1 is listed as Polio RdRp inh: 100; Polio RdRp inh FP z-score: -0.3
C=CCNC(=O)C1=CC(c2ccc(C)cc2)=NS(=O)(=O)N1C is listed as Polio RdRp inh: 102; Polio RdRp inh FP z-score: -1

The list is partial, so the mix of outcomes need not match the whole.
